Assay outcomes as filed in PubChem.
Platelet DG rel: modulates dense granule release in human platelets; 300,000 compounds, 0.22% hits; AID 1663; human platelet-rich plasma, SFLLRN dense granule ATP release, luminescence; inhibition, %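 (compounds screened at 7.5 µM in platelet-rich plasma)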;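 active = mean replicate score, as percent of positive control, at or above 50; inconclusive = mean below 50 but at least one replicate at or above 50; inactive = mean and every replicate below 50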
SKKanGAS inh: SKKanGAS growth inhibition; S. pyogenes SKKanGAS, kanamycin growth, BacTiter-Glo, 6 h; inhibition, % at 7.5 µM; 300,000 compounds, 1.3% hits; AID 1662;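 active = mean replicate score, as percent of positive control median, at least 50; inconclusive = mean below 50 but one replicate at or above 50; inactive = mean and every replicate below 50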;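 note: strain carries kanamycin resistance gene driven by streptokinase promoter and grows in 40 µg/ml kanamycin; loss of luminescence reflects streptokinase promoter inhibition or plain growth inhibition; 0% = median of DMSO wells and 100% = positive control at its reference dose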
HSP90 inh: blocks HSP90-mediated luciferase refolding in reticulocyte lysate; inhibition, % at 5.6 µM; 290,000 compounds, 0.91% hits; Rabbit reticulocyte lysate, luciferase refolding luminescence, 3 h;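 active = inhibition above the screen-wide mean plus 3 SD, computed separately per campaign, cut at about 16% in these data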;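 note: 0% = DMSO wells and 100% = 60 µM geldanamycin wells; inhibitors lower the luminescence because luciferase stays unfolded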
HIF act: HIF pathway transcriptional activation. U2OS HRE-luciferase reporter, luminescence; normalized: DMSO 0%, desferrioxamine 100%. activation, % at 7.5 µM (by protocol). 300,000 compounds, 0.32% hits. AID 1910;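 active = mean activation of at least 10% of the iron chelator positive control signal, with at least half of replicates also reaching 10%; inconclusive = mean and replicate majority disagree about reaching 10%; inactive = mean and most replicates under 10%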
IEC-6 tox: IEC-6 cytotoxicity, counter-screen for KLF5 inhibitors; AID 1825; luminescence viability; inhibition, % at 5 µM; 290,000 compounds, 0.78% hits; in the data active = inhibition above about 22%;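 note: 0% = plate median of test compound wells and 100% = cytotoxic reference compound wells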
HSF1 activator: increases HSF-1 driven luciferase reporter signal; 300,000 compounds, 1.7% hits; NIH3T3-HGL HSF-1 luciferase reporter, MG132, 8 h; 100% = twice DMSO control signal; activation, % at 9 µM;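 active = mean replicate activation of at least 50% with a set share of replicates each reaching 50%; inconclusive = only one of those two conditions met; inactive = mean below 50% and too few replicates reaching it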;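 note: 0% = median of the neutral control wells and 100% = twice that signal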
aSyn 5UTR inh: 5' untranslated region of α-synuclein, MLPCN primary screen; inhibition, % (tested at 7.5 µM); alpha-synuclein 5'UTR reporter, inhibitor activity; AID 1813; 300,000 compounds, 0.82% hits; in the data active = inhibition above about 60%; inconclusive = no clear call, values can overlap the other calls;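 note: H4 neuroglioblastoma cells stably carrying SNCA 5'UTR luciferase fusion; 0% = DMSO wells and 100% = positive control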
AI-2 QS modul: modulates the Vibrio harveyi AI-2 quorum sensing system | Vibrio harveyi JMH597 AI-2 luminescence/OD600 ratio, 9 h; active compounds read low; strain lacks LuxN and CqsS sensors; 0 = neutral-control median | activity change, % at 7.5 µM | 300,000 compounds, 0.4% hits; in the data active = activity change below about -75%, passing the limit was not always enough; inconclusive = no clear call, values can overlap the other calls;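 note: luminescence divided by OD600 gain over 9 h not by final OD600 alone; inactives centre near 13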
KLF5 inhibitor: kruppel-like factor 5 inhibition; DLD-1 KLF5 promoter-luciferase reporter, luminescence; 290,000 compounds, 0.23% hits; inhibition, % at 5 µM;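 active = inhibition above a per-plate limit of that plate's mean compound inhibition plus 3 SD, cut at about 60% in these data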;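 note: 0% = DMSO wells and 100% = LY294002 at 200 µM; higher means less KLF5 promoter-driven luciferase light; inactives centre near -14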
HSF1 inhib: HSF1 inhibition; NIH3T3-HGL HSE-luciferase, MG132-induced, luminescence 8 h; active compounds read low; activity change, negative = inhibition, % at 7.5 µM (by protocol); 300,000 compounds, 0.77% hits;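 active = more than half of replicate wells show activity change below -50%, luminescence cut by over half; inconclusive = some wells, but at most half, below -50%; inactive = no replicate well below -50%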;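 note: luciferase reports HSF-1 transcriptional activity via heat shock element; 0% = median of DMSO wells and -100% = zero luminescence signal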
Starred values were filed as active, the others as inactive; ? = inconclusive; · = not tested or not shown.

SMILES,IEC-6 tox,HSP90 inh,AI-2 QS modul,aSyn 5UTR inh,KLF5 inhibitor,Platelet DG rel,HSF1 inhib,HSF1 activator,SKKanGAS inh,HIF act
CCOC(=O)CC1C(=O)NCCN1C(=O)c1ccc(C)cc1 (stereo unspecified),2,-3,34,-1,-32,4,-1,-2,0,-0.6
Cc1ccc2nsnc2c1NC(=S)NC(=O)c1ccco1,2,3,-3,-94,2,12,4,19,-2,-1.2
Clc1ccc(Cl)c(OCCCCNCc2ccccc2)c1,0,0,19,-5,-18,4,-2,4,4,0.5
COc1cccc(C(=O)N2c3cc(C)ccc3OCC2C(C)(C)C)c1 (stereo unspecified),-2,-1,18,17,-7,-9,-4,9,9,-14
CCOC(=O)CSc1nc2cc(OC)ccc2cc1C#N,-1,-3,14,-109,-21,6,8,31,1,3.8
O=c1c2ccc([N+](=O)[O-])cc2ncn1Cc1ccccc1C(F)(F)F,1,-1,17,-3,-24,3,3,0,4,-0.3
O=C(NC1CCN(Cc2ccccc2)CC1)c1cn(-c2ccccc2)nc1-c1cccnc1,·,·,20,9,·,4,6,6,-4,-0.7
CCCCC(CC)CNC(=O)C(Cc1ccccc1)NS(=O)(=O)c1ccc2c(c1)CCC(=O)N2 (stereo unspecified),1,1,13,14,-30,-1,3,0,6,-0.8
Cc1c(Br)c([N+](=O)[O-])nn1CC(=O)Nc1ccc(C(C)C)cc1,1,-3,27,21,-22,7,-9,4,2,-0.6
COc1ccc(NS(=O)(=O)c2cn(C)cn2)cc1Cl,-7,-2,4,-18,-29,1,-3,9,3,-0.2
CCc1nnc(NC(=O)c2ccc(N3C(=O)CCC3=O)cc2)s1,-2,-3,46,-10,9,0,-3,-2,-1,0.6
CCCNC(=O)Cn1nc(C(F)(F)F)c2c1CCCC2,-3,-4,17,-6,-18,4,-9,-1,0,-0.2
COc1ccccc1-c1cc2ccccc2[nH]1,12,7,-3,-207,-14,-2,14,26,6,1.9
COC(=O)c1ccc(-n2c(C)cc(C(=O)CSc3cccc[n+]3[O-])c2C)cc1,8,4,18,-6,6,0,-7,11,12,0.9
C[C@H](NC(=O)c1nc[nH]c1C(=O)NCC(=O)OCc1ccccc1)C(=O)OCc1ccccc1,-1,3,6,7,-11,-1,-6,-1,-3,-2.9
Cn1ncc2c(Nc3ccc([N+](=O)[O-])cc3)nc(Cl)nc21,2,-3,9,19,3,11,1,-1,6,1.0
O=C(c1ccc2c(=O)n(Cc3ccccc3Cl)c(=S)[nH]c2c1)N1CCCC1,6,2,14,11,-12,6,-9,-5,11,-0.6
Cc1ccc([N+](=O)[O-])cc1NC(=O)C(C)Sc1nnc(C)n1CC1CCCO1 (stereo unspecified),5,1,·,8,10,1,-4,0,-8,-0.4
O=C(NCCOc1cccc(Oc2ccccc2)c1)c1cc(-n2cnnc2)ccc1Cl,-2,-2,24,22,-35,-10,7,14,-2,-0.3
CCn1c(SCC(=O)Nc2nccs2)nnc1-c1ccco1,2,-2,17,-3,-16,-2,4,8,-2,0.0
O=C(c1cccc(F)c1)N1CCCC(C(=O)N2CCCCCC2)C1 (stereo unspecified),-4,-3,0,18,-9,-6,9,2,1,0.6
COc1ccc(NC(=O)CN2C(=O)C(c3ccccc3)=NC23CCCCCC3)cc1,4,5,20,7,-19,3,-5,8,16,0.1
CCOC(=O)N1CCN(Cc2c(O)ccc3ccccc23)CC1,-4,1,13,11,-10,1,37,47,-6,-1.4
CN1CCN(S(=O)(=O)c2cccc(C(=O)Nc3cc(C(N)=O)cc(C(N)=O)c3)c2)CC1,0,4,·,4,-31,-1,0,12,2,1.1
CCOc1ccc(CCNC(=O)c2oc3c(c2C)-c2[nH]ncc2CC3)cc1OCC,-2,-5,30,-21,0,?,-1,-10,3,-0.3
CC(=O)C1=C(O)C(=O)N(c2ccc(Br)cc2)C1c1ccc(Cl)cc1 (stereo unspecified),-8,-3,43,-28,-28,5,11,25,12,1.7
COc1ccc(CSc2nnc(-c3ccncc3)n2C)cc1F,4,2,-3,-94,-14,8,2,-1,-1,1.7
COc1ccc(N=Cc2cc(Cc3ccccc3Cl)cc([N+](=O)[O-])c2O)cc1OC,-2,2,3,6,17,-2,-5,-1,40,0.0
CC(C)N(C1=CC(=O)OC12CCCCC2)C(C)C,-4,2,3,-31,15,-2,0,4,-2,-0.9
CN(Cc1nc2ccccc2c(=O)[nH]1)CC(O)COCc1ccco1 (stereo unspecified),0,8,14,5,-15,6,6,-8,1,1.5
COc1ccc(C(=O)NCC2CCCN2S(=O)(=O)c2cccs2)cc1OC (stereo unspecified),·,·,23,20,·,-11,-6,-9,1,-0.1
Cc1cc2oc(=O)cc(CN3CCN(S(=O)(=O)c4cccs4)CC3)c2cc1C,-4,-1,14,27,-24,12,2,3,-1,0.0
COCCN(C(=S)Nc1ccc(C)cc1C)C(C)c1ccco1 (stereo unspecified),-3,0,18,1,-17,-6,0,-5,2,-0.1
CCCNC(=O)NC(=O)c1cnccc1C(F)(F)F,-6,0,24,20,1,-12,-28,-44,-1,2.5
CCOC(=O)c1c(-c2ccccc2)csc1NC(=O)c1ccc(S(=O)(=O)N2CCOCC2)cc1,8,4,3,0,30,0,-19,-17,-2,-0.3
O=C(Cc1ccc(F)cc1)Nc1nnc(-c2ccc(F)cc2)o1,1,5,12,-8,-4,-9,-5,7,11,-0.1
CNn1cnc2ccsc2c1=O,2,0,22,1,3,-9,-4,-24,13,-0.4
CC1(C)CCCC2=C1CC1C(=O)N(Cc3cccnc3)C(=O)C1C2 (stereo unspecified),3,5,33,-16,2,-3,-2,-3,14,-0.8
O=C(Nc1ccncc1)c1cc(S(=O)(=O)N2CCCCC2)ccc1Cl,·,·,2,16,·,3,2,5,-1,0.0
CC(C)CCNC(=O)c1ccc(-c2ccccc2)cc1,-6,-4,10,-107,-69,-4,30,27,-6,1.9
COc1cccc(NC(=O)C(=O)NCCC2CCCCN2S(=O)(=O)c2ccccc2)c1 (stereo unspecified),·,·,10,-158,·,12,20,32,-3,2.9
COC(=O)Cc1csc(/N=C/c2c(O)n(-c3cccc(C(F)(F)F)c3)c(=O)c3ccccc23)n1,9,5,22,82*,-3,0,-11,2,1,-0.4
COc1cccc(OC)c1C(=O)Nc1ccc(C)cc1C(=O)c1ccccc1,-6,-2,13,4,-48,1,7,21,1,-0.5
CCC(=O)Nc1ccc(-c2cc3ccccc3oc2=O)cc1,0,0,13,?,-144,11,20,17,1,-0.2
CCOc1ccc(-c2nc3ccccc3c(=O)o2)cc1,-1,-3,12,-63,-39,12,24,55*,-3,1.8
c1ccc(C(c2ccccc2)c2noc(CN3CCC(c4ccncc4)CC3)n2)cc1,-7,-2,15,6,-36,-13,5,-7,3,-0.1
CC(=O)Nc1ccc(NC(=O)C(Cc2ccccc2)NC(=O)C2CCCCC2)cc1 (stereo unspecified),-5,-1,16,13,-37,-10,1,0,4,0.1
Cc1cccc(C)c1NC(=O)CSc1nnc(CCCCCNC(=O)OC(C)(C)C)o1,2,2,21,-10,8,9,8,7,7,-0.4
Cc1ccc(CSCCNC(=O)CSCc2ccc([N+](=O)[O-])cc2)cc1,-5,-1,·,16,12,7,6,12,-8,0.0
COc1ccc(CC(=O)N(Cc2ccccc2)c2cccc(C)c2)cc1OC,2,6,29,-8,-17,2,19,19,14,0.1
CCNC(=O)c1c(C)[nH]c(C(=O)OCC)c1C,2,4,10,11,12,10,-6,-13,4,0.1
CCCC(=O)O[C@]1(C(=O)CO)CC[C@H]2[C@@H]3CCC4=CC(=O)CC[C@]4(C)[C@H]3[C@@H](O)C[C@@]21C,9,-1,33,-2,-13,-1,-43,-53,1,-0.1
CCCCSc1nc2c(c(=O)[nH]1)CCC2,1,2,26,1,-1,-1,·,·,14,0.1
O=C(CN1CCCC1=O)NC1C2CC3CC(C2)CC1C3 (stereo unspecified),-8,-4,29,4,0,3,3,2,4,-0.1
COc1ccccc1N1CCN(/N=C/c2ccc([N+](=O)[O-])cc2)CC1,0,-2,10,-159,-105,1,-12,-30,-3,0.4
CCCCCCCCCCCCOC1OC(CO)C(O)C(O)C1NC(C)=O (stereo unspecified),-1,0,33,8,4,14,7,1,7,0.2
O=C(NCc1cccnc1)NC1(C(F)(F)F)Oc2ccc(Cl)cc2O1 (stereo unspecified),2,-3,-1,-30,-14,9,-8,0,-2,0.7
Cc1ccc(CNC(=O)c2nnn(CC(=O)Nc3cccc(C)c3C)c2N)cc1,6,-2,14,-5,-8,-9,-2,23,0,0.7
O=C1N(O)C2(C=CCCC2)/C(=N\O)C12CCCCC2 (stereo unspecified),-3,2,-12,-8,-21,1,-9,7,-2,-1.5
CCOc1ccc(NC(=O)c2ccccc2C(=O)c2ccccc2)cc1OCC,-3,-5,24,12,13,-1,-6,-9,5,0.6

The listing continues:
SMILES,IEC-6 tox,HSP90 inh,AI-2 QS modul,aSyn 5UTR inh,KLF5 inhibitor,Platelet DG rel,HSF1 inhib,HSF1 activator,SKKanGAS inh,HIF act
CCCc1cc(C(=O)N2CCC(n3nccc3NC(=O)c3ccc(OC)cc3)CC2)no1,6,3,0,-18,-42,1,0,-6,1,-0.4
CCCc1nnc(SCC(=O)N2CCCCC2)n1CCCOC,-6,-2,2,-23,-18,-3,8,-1,-13,0.0
CC(=O)Nc1ccc(S(=O)(=O)N2CCN(C(=O)N3CCCCC3)CC2)cc1,-4,1,4,-24,-24,0,6,3,1,-0.3
Cn1ccsc1=NC(=O)c1ccc(Cl)cc1,-2,-3,15,-197,-72,0,4,37,-5,3.3
O=C1NC(=O)/C(=C\c2cn(Cc3ccccc3F)c3ccccc23)N1,4,7,21,18,-1,13,3,-5,-3,-0.8
CCOc1ccccc1NC(=O)CN(Cc1ccccc1)S(C)(=O)=O,-2,3,28,15,-1,-1,-1,12,1,·

Just AI-2 QS modul and aSyn 5UTR inh, for some of the entries so far:
smiles	AI-2 QS modul	aSyn 5UTR inh
CCC(=O)Nc1ccc(-c2cc3ccccc3oc2=O)cc1	13	?
CCOc1ccc(-c2nc3ccccc3c(=O)o2)cc1	12	-63
c1ccc(C(c2ccccc2)c2noc(CN3CCC(c4ccncc4)CC3)n2)cc1	15	6
